Bioassay records (PubChem BioAssay)
S1P4 antagonist: S1P4 receptor antagonists, primary screen, cell-based; Sphingosine 1-phosphate receptor 4 (Homo sapiens), O95977; S1P4-expressing cells, antagonist mode, reporter read-out; inhibition, % at 4.98 µM; 220,000 compounds, 0.26% hits; in the data active means inhibition above about 29%;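 further: 0% = wells stimulated with agonist and 100% = vehicle wells without agonist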
NPY1 pot ag: NPY-Y1 receptor potentiators or agonists, primary screen, cell-based | AID 1304, 2008 | activation, % at 3.6 µM | 220,000 compounds, 0.37% hits | NPY-Y1 expressing cells, potentiator/agonist activation | Neuropeptide Y receptor type 1 (Homo sapiens), P25929; in the data active means activation above about 33%, passing the limit was not always enough;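 further: cells stimulated with NPY at EC10 then isoproterenol at EC100; 0% = low agonist plus stimulus and 100% = saturating agonist plus stimulus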
NPY2 pot ag: NPY-Y2 potentiators or agonists, primary screen, cell-based; Neuropeptide Y receptor type 2 (Homo sapiens), P49146; cells expressing NPY-Y2, potentiator/agonist read-out; activation, % at 3.6 µM; 220,000 compounds, 0.45% hits; in the data active means activation above about 27%;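 further: cells stimulated with NPY near EC25 plus isoproterenol at EC100; 0% = vehicle plus submaximal agonist and 100% = vehicle plus saturating agonist; some results beyond the cut were filed as inactive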
NPY-Y1 antag: NPY-Y1 receptor antagonists, primary screen, cell-based | 200,000 compounds, 1% hits | inhibition, % at 3.6 µM | AID 1040, 2008 | Neuropeptide Y receptor type 1 (Homo sapiens), P25929 | HEK293-CNG Y1 cells, membrane potential fluorescence; NPY at EC95, then isoproterenol;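 active means inhibition above the campaign mean inhibition of all tested compounds plus 3 SD, cut at about 20% in these data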;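 further: 0% = DMSO wells given NPY plus isoproterenol and 100% = isoproterenol alone without NPY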
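Test system – HEK293 Y1/CNG channel cell line · Also added – NPY agonist 25 nM, then isoproterenol 1 µM plus Ro 20-1724 25 µM · Compound dosing – one concentration, 3.6 µM, in 0.4% DMSO · Schedule – compound incubation 1 h at room temperature, readout 45 min post-stimulation · Technique – fluorescence, membrane potential probe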
PGE2 EP2 inh: human EP2 receptor antagonists, primary screen, TR-FRET cAMP, C6 glioma cells. Prostaglandin E2 receptor EP2 subtype (Homo sapiens), P43116. C6 glioma cells expressing human EP2; cells stimulated with saturating PGE2. inhibition, % at 25 µM. 260,000 compounds, 0.52% hits;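 active means percent inhibition above 40 after rounding to a whole number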;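 further: rat C6 glioma host cells with rolipram phosphodiesterase inhibitor present; the protocol text gives 20 µM as final concentration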
S1P4 agonist: S1P4 receptor agonists, primary screen, cell-based; S1P4-expressing cell line, agonist reporter assay; activation, % at 4.98 µM; 220,000 compounds, 0.35% hits; AID 1509, 2009; in the data active means activation above about 11%;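 further: 0% = DMSO vehicle and 100% = reference agonist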
EP2 modulator: EP2 receptor modulators, cAMP readout, primary screen, cell-based, HTRF cAMP, PGE2 stimulation. EP2-expressing cells, cAMP HTRF FRET, PGE2 co-stimulation. induction, % at 25 µM. 260,000 compounds, 0.83% hits. AID 940, 2007;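 active means compounds whose cAMP rise, as percent of the full-agonist control response, exceeds 60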;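 further: rat C6 glioma line stably carrying human EP2 under a CMV promoter; the protocol text gives 20 µM as final concentration; 100% = response of wells given 1 µM PGE2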
eIF4E-4G inh: eIF4E–eIF4G protein interaction inhibitors, primary screen, biochemical, uHTS, TR-FRET, eIF4GI fragment; TR-FRET eIF4E-eIF4GI(517-606) binding, 2 h; inhibition, % at 21.7 µM; 220,000 compounds, 0.37% hits;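 active means inhibition above about 30%, limit read from the data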;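 further: 0% = full FRET control wells and 100% = background wells lacking eIF4GI fragment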
p97 inhibitor: inhibitors of human p97 ATPase, primary screen, biochemical; recombinant p97 ATPase, Kinase-Glo ATP luminescence, 3 h; 220,000 compounds, 0.42% hits; inhibition, % at 8 µM; in the data active means inhibition above about 15%;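 further: 0% = DMSO vehicle and 100% = wells lacking enzyme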
Target sequence (P55072 whole entry, looked up): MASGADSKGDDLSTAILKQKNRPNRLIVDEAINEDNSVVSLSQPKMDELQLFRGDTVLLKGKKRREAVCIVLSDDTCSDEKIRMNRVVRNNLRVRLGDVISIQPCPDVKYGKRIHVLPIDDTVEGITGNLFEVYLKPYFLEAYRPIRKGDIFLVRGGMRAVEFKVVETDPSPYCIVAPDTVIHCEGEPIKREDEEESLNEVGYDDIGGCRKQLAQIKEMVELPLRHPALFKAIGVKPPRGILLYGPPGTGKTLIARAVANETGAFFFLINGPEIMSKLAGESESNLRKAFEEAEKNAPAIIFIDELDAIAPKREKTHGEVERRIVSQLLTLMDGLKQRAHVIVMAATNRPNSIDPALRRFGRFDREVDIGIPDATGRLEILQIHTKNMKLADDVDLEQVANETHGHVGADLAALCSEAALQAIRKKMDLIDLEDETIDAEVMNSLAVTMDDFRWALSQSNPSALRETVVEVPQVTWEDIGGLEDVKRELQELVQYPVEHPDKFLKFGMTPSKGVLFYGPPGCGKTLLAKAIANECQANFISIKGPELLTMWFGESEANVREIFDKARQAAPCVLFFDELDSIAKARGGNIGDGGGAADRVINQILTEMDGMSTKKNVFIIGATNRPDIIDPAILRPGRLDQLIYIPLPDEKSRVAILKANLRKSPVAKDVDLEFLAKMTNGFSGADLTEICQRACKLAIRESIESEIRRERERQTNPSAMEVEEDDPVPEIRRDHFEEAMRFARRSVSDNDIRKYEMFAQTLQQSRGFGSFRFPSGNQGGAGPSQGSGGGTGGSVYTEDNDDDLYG
* marks the source's active call; other numbers are inactive results; . = no result given; & = joins results of further samples; ! = repeats disagree; [ ] = another dose, or the depositor's remark. An excerpt. The share of hits here may be higher or lower than overall.

SMILES	S1P4 antagonist	NPY1 pot ag	NPY2 pot ag	NPY-Y1 antag	PGE2 EP2 inh	S1P4 agonist	EP2 modulator	eIF4E-4G inh	p97 inhibitor
COc1ccc(Nc2ncc(C(=O)N3CCN(Cc4ccccc4)CC3)c3ccccc23)cc1	-6	3	2	-1	16	-0.6	-13	8[fluorescence artefact?]	-2
O=C1CCC2S/C(=C/Nc3ccc(C(F)(F)F)cc3)C(=O)N12 (configuration not stated)	2	39*	18	-4	3	2.8	-19	-2	6
O=c1[nH]c(/C=C/c2ccc(Br)cc2)nc2c1cnn2-c1ccccc1	-16	20	3	-2	9	-3.0	13	1	0
COc1cccc(OC)c1OCCCOc1ccc([N+](=O)[O-])cc1Cl	-1	-43	-23	4	6	-1.1	14	-2	-3
COc1ccc(NC(=S)Nc2ccccc2SC)c(OC)c1	-8	22	-12	2	-1	2.3	-32	2	1
COC1CCCCC1NS(=O)(=O)c1ccccc1 (configuration not stated)	10	-12	-6	-3	9	2.0	10	0[fluorescence artefact?]	4
CC(C)N(CC(N)=O)C(=O)c1sc2cc(F)ccc2c1Cl	4	4	-27	-1	2	2.8	-12	-2	4
COc1ccc2nc(N3C(=O)CC(Cc4cc(C)cc(C)c4)C3=O)sc2c1 (configuration not stated)	4	-26	-7	18	.	-1.3	-20	-21	-4
CNc1nnc(C(F)(F)F)s1	6	-2	0	.	7	-1.1	5	3	6
Cc1cccc(C)c1N(CC(=O)Nc1cc(Cl)ccc1Oc1ccccc1)S(C)(=O)=O	6	-42	-4	0	18	-1.0	16	3	5
COc1cc(C(=O)N2CCC(n3cnc4cc(F)ccc43)CC2)cc(OC)c1OC	-5	30	24	5	13	-2.0	-1	0	4
O=C(Nc1ccc(Cl)c(Cl)c1)N(CCCN1CCOCC1)Cc1cccs1	-22	0	-3	1	15	4.0	-24	-2	-5
NC(=O)CSC1=N/C(=C\c2ccco2)C(=O)N1c1ccc(OC(F)F)cc1	0	-22	6	-2	5	0.5	-10	4	3
CNS(=O)(=O)c1cc2c3c(cccc3c1)C(=O)NC2=O	-2	14	5	0	8	-0.7	14	1	4
CN(Cc1cccc2ncccc12)C(=O)CC1C(=O)NCCN1Cc1ccc(F)cc1 (configuration not stated)	-22	3	2	-1	8	2.2	-5	0	3
Oc1ccc(-c2nc3cnccn3c2Nc2ccc3c(c2)OCCO3)cc1	-6	3	8	5	.	-1.2	-19	3	0
O=C(NCc1ccccc1F)C1CCCN1C(=O)NC1CCCCC1 (configuration not stated)	-8	-9	-6	-4	6	-0.6	23	0[fluorescence artefact?]	-3
Cc1cc(OCCN2CCCCC2)nc2ccccc12	-7	6	-8	14	11	0.3	2	.	0
CCOC(=O)C1=C(C)Nc2nnnn2C1c1ccccc1Cl (configuration not stated)	-8	4	-8	0	14	1.2	12	-2[fluorescence artefact?]	-6
O=C1NC2(CCCCCC2)C(=O)N1Cc1ccc([N+](=O)[O-])cc1	-19	6	-6	-3	7	1.9	8	6[fluorescence artefact?]	-5
Cc1cc(C(=O)OCCO)c(C#N)c(N)n1	3	2	4	-8	12	0.3	23	1	4
Cc1ccn2cc(CCNS(=O)(=O)c3ccc([N+](=O)[O-])cc3)nc2c1	10	3	-11	.	2	-0.6	-29	-3	2
O=c1c2c(n3cnnc3n1C1CCCCC1)-c1ccccc1CC21CCCCC1	-3	-10	6	-6	9	0.6	68*	-2	4
Cc1ccc(S(=O)(=O)N(C)CC(=O)N2CCc3ccccc32)cc1	-1	-16	-6	9	10	1.5	-30	0	2
COc1ccc([N+](=O)[O-])cc1N(CC(O)CN(CC(C)C)CC(C)C)S(=O)(=O)c1ccc(C)cc1 (configuration not stated)	14	11	-2	.	11	0.9	54	8	-15

Record cards, from the list above. Values in the order: S1P4 antagonist	NPY1 pot ag	NPY2 pot ag	NPY-Y1 antag	PGE2 EP2 inh	S1P4 agonist	EP2 modulator	eIF4E-4G inh	p97 inhibitor
`COc1cc(C(=O)N2CCC(n3cnc4cc(F)ccc43)CC2)cc(OC)c1OC` across the screens: -5	30	24	5	13	-2.0	-1	0	4
`COc1ccc([N+](=O)[O-])cc1N(CC(O)CN(CC(C)C)CC(C)C)S(=O)(=O)c1ccc(C)cc1` (configuration not stated) across the screens: 14	11	-2	.	11	0.9	54	8	-15
`CCOC(=O)C1=C(C)Nc2nnnn2C1c1ccccc1Cl` (configuration not stated) across the screens: -8	4	-8	0	14	1.2	12	-2[fluorescence artefact?]	-6
`O=C(Nc1ccc(Cl)c(Cl)c1)N(CCCN1CCOCC1)Cc1cccs1` across the screens: -22	0	-3	1	15	4.0	-24	-2	-5
`COc1ccc2nc(N3C(=O)CC(Cc4cc(C)cc(C)c4)C3=O)sc2c1` (configuration not stated) across the screens: 4	-26	-7	18	.	-1.3	-20	-21	-4

New compounds follow:
SMILES	S1P4 antagonist	NPY1 pot ag	NPY2 pot ag	NPY-Y1 antag	PGE2 EP2 inh	S1P4 agonist	EP2 modulator	eIF4E-4G inh	p97 inhibitor
CC1=C(C(=O)OC(C)C)C(c2ccsc2)NC(=O)N1C (configuration not stated)	3	3	17	1	11	0.8	0	0	2
Cc1cc(C(=O)COC(=O)CCc2nc3ccccc3c(=O)[nH]2)c(C)n1CC1CCCO1 (configuration not stated)	-6	21	-8	.	5	1.5	-10	0	4
Cc1ccn2c(CNCCCn3cccn3)c(C(=O)N3CCCCCC3)nc2c1	-6	-2	4	5	6	-2.3	17	-4	3
COC(=O)C1CCN(c2ccc([N+](=O)[O-])cc2)CC1	2	4	8	3	4	1.3	-3	-3	2
Cc1ccccc1NC(=O)/C(=C/c1cccs1)NC(=O)c1ccco1	-21	-18	-4	-3	4	1.6	-1	4	-2
Fc1ccc(-c2cc3nc4c(c(N5CCOCC5)n3n2)CCCC4)cc1	4	-43	-11	6	8&16	1.1	74*!	6	1
Nc1nonc1C(=O)NCCNC(=O)c1ccccc1F	-19	-30	9	-4	12	1.2	-11	0	-4
CC(C)[C@H](NC(=O)NCc1ccc(Cl)cc1)C(=O)O	-3	-14	-4	-4	10	1.7	19	6	2
CCN(CC)S(=O)(=O)c1cccc(-c2n[nH]c(=S)n2/N=C/c2ccc(OC)cc2)c1	-2	-8	8	8	13	4.7	-1	-4	2
COc1ccccc1Nc1ncnc2ccccc12	-3	3	-5	0	7	0.1	11	-8	1
CCN(c1ccccc1)S(=O)(=O)c1ccc(Cl)c(C(=O)NCC2CCCO2)c1 (configuration not stated)	6	-10	-29	5	4	0.9	-19	2	5
Cc1ccc2c(c1)nnn2C1CCN(S(=O)(=O)c2ccc3ccccc3c2)CC1	0	-50	-8	12	8	0.5	-65	0[fluorescence artefact?]	3
Cc1ccc(N(C(C)C(=O)NCc2ccncc2)S(C)(=O)=O)cc1C (configuration not stated)	-5	-14	-8	9	6	2.7	10	-3	-3
CCOC(=O)/C(C#N)=C/c1ccc(OC)c(OC)c1	15	3	-6	3	5	0.3	2	-1	2
Clc1cccc(Cl)c1/C=C/c1nc2ccccc2[nH]1	10	-10	-18	0	9	0.0	-29	2	5
Cn1c(=O)c(C#N)c(-c2ccc(F)cc2)c2cc(C(=O)c3cc(Cl)cc(Cl)c3O)cnc21	1	58*	92*	.	9	0.8	-43	0	-5
CCNC(=S)N1CC(C)OC(C)C1 (configuration not stated)	-10	-4	3	6	11	-0.5	21	0	4
CC(C)Cc1ccc(/C=C/C(=O)N2CCCCC2)cc1	-1	-9	-18	8	5	0.9	-43	-1	-6
CCc1ccc(C2N3CC4([N+](=O)[O-])CN2CC([N+](=O)[O-])(C3)C4(C)C)cc1 (configuration not stated)	-7	-6	-1	4	4	1.9	5	-1	-1
Cc1cc(C)c(S(=O)(=O)c2ccccc2)c(OC(=O)c2c(F)cccc2F)n1	3	9	7	-3	2	0.6	-9	4	8
COc1ccc(C(=O)NC(CO)c2nnc(SCc3ccc(Cl)c(Cl)c3)n2C)cc1 (configuration not stated)	-3	9	-6	3	17	-2.3	-53	-1	0
O=C(COC(=O)c1cc(-c2cccs2)nc2ccccc12)NC1CCS(=O)(=O)C1 (configuration not stated)	-6	2	-3	2	15	-1.0	-27	1	-5
CN(NC(=O)c1ccccc1F)c1ncccc1[N+](=O)[O-]	-13	10	-22	.	8	0.2	18	1	5
C/C(CC(=O)Nc1cccnc1)=N\NC(=O)C(C)Oc1ccc(Cl)cc1Cl (configuration not stated)	-9	0	4	.	12	0.0	-2	-1	2
Cc1c(Cl)cccc1NC(=O)CNCc1ccccc1F	8	-26	-6	4	4	-1.1	-38	3	5
CN1C(=O)/C(=C2\SC(=S)N(CCCCCC(=O)O)C2=O)c2ccccc21	-22	1	-1	.	5	-0.1	75*	26	1
CCOC(=O)Cc1[nH]nc2c1C(c1cc(OC)ccc1OC)C(C#N)=C(N)O2 (configuration not stated)	-4	-2	1	-2	5	-1.1	22	0	-2
COc1ccccc1C(=O)N/C(=C/c1ccc(Br)cc1)C(=O)NCC(=O)O	-23	-9	-9	10	-3	0.0	8	-4	2
Cc1ccccc1NC(=O)C1CCCN(S(=O)(=O)c2cnc[nH]2)C1 (configuration not stated)	-9	24	7	-3	15	1.7	-13	-2[fluorescence artefact?]	2
Cc1c(C(=O)Nc2ccccn2)oc2ccccc12	-5	-5	7	7	5	0.9	8	-2[fluorescence artefact?]	0
